Screening results as filed in PubChem.
PostGolgi ctrl: growth inhibition of yeast control strain, primary screen, counter-screen for post-Golgi transport modulator project. efflux-deficient yeast background strain, growth absorbance A615, 16 h. inhibition, % at 10 µM. 5% of 98,000 active. AID 738, 2007
Ecoli WT expand: growth inhibitors of wild-type E. coli, primary screen, strain BW25113, expanded library, OD600. OD600 absorbance. growth inhibition, % at 100 µM. 0.15% of 98,000 active;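 active means growth inhibition above about 50% at one test dose, limit read from the data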;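 further: growth measured after 20 h incubation at 37 °C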
CYP2C9 inhib: blockers of cytochrome P450 2C9 activity – biochemical, luminescence, ADME assay, primary screen; P11712; CYP2C9 Supersomes, luciferin-H conversion; inhibition, % at 5 µM; 20% of 96,000 active;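 active means blocking of liver enzyme CYP2C9 beyond about 50% at 5 µM, limit read from the data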; further: values of inactives mirror those of a sister screen read the other way
PTPN22 inh 2: PTPN22 phosphatase inhibitors, primary screen, biochemical, DiFMUP fluorescence, 2 µM | Tyrosine-protein phosphatase non-receptor type 22 (Homo sapiens), Q9Y2R2 | recombinant LYP catalytic domain | inhibition, % at 2 µM | 0.21% of 96,000 active | AID 640, 2007;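 active means inhibition at 2 µM at or above a set limit, the screen mean plus 3 SD, cut at about 24% in these data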;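 further: 0% = DMSO with enzyme and 100% = enzyme fully blocked by orthovanadate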
Target sequence (Q9Y2R2 whole entry, looked up, the tested form may be a part): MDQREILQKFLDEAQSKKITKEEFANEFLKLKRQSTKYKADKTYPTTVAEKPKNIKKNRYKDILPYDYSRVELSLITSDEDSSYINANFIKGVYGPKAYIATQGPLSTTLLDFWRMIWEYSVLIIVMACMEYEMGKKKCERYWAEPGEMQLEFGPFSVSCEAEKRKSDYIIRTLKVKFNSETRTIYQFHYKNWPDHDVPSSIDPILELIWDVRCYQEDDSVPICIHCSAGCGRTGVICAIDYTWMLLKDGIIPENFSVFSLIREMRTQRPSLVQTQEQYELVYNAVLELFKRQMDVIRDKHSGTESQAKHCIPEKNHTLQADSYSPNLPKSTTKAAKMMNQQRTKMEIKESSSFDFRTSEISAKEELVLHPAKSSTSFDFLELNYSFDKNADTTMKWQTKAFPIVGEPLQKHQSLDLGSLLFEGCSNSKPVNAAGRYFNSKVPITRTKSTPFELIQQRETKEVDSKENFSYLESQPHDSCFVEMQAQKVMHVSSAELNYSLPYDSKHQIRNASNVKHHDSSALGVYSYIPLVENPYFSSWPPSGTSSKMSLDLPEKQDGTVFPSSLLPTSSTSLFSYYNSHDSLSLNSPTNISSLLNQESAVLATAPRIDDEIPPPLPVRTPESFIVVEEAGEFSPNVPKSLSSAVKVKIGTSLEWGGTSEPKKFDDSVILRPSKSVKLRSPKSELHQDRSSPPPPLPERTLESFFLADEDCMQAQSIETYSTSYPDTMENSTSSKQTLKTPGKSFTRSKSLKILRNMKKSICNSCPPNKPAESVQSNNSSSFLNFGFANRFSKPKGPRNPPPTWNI
PostGolgi yeast: phenotypic screen on post-Golgi transport, primary screen; post-Golgi transport phenotypic cell assay; inhibition, % at 10 µM; 0.9% of 98,000 active;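 further: yeast cells grown in 1536-well plates; yeast grown about 18 h at 30C before absorbance read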
CYP2C9 act: human CYP2C9 activators, primary screen, biochemical, luminescence. 1.4% of 96,000 active. activation factor at 5 µM. Cytochrome P450 2C9 (Homo sapiens), P11712. recombinant CYP2C9, luciferin-H conversion; hits give high values; factor 1 = untreated enzyme, 0 = blocked;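 active means activation factor of 2 or more for CYP2C9 at a 5 µM dose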;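 further: 0 = sulfaphenazole-blocked wells and 1 = vehicle-only wells; values of inactives mirror those of a sister screen read the other way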
PTPN22 act: LYP phosphatase activators, primary screen, biochemical, DiFMUP fluorescence, 2 µM; AID 697, 2007; recombinant LYP; 0 = plate median, 100 = signal doubled; activation, % at 2 µM; 0.11% of 96,000 active;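 active means activation at 2 µM above a set limit, the mean plus 5 SD, cut at about 37% in these data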
Pyk2 oligo antag: antagonists of Pyk2 self-association, primary screen, Q293 cells, FERM NanoBiT luminescence, HTS | AID 1347419, 2020 | hits give low values | z-score (the deposit names both 25 µM and 10 µM) | 0.83% of 99,000 active | Protein-tyrosine kinase 2-beta (Homo sapiens), Q14289;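 active means Z-score of -3 or lower, scaled per plate to the spread of control and sample wells; inactive means z-score above -3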;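 further: negative z-score means lost luminescence so less FERM oligomerization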
hDAT+cocaine: changed hDAT dopamine uptake under cocaine IC80, either direction, primary screen, cocaine antagonist project, cell-based, LLC-PK1 hDAT, [14C]-dopamine uptake, MLSMR. Sodium-dependent dopamine transporter (Homo sapiens), Q01959. LLC-PK1 hDAT cells, [14C]-dopamine uptake with cocaine IC80; actives deviate in either direction. B-score at 10 µM. 1.3% of 110,000 active. AID 449768, 2010;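 active means Z score or B-score, a plate-position-corrected score, falls beyond the plate's 99.7% confidence bounds, in either direction; inactive means both scores lie inside the 99.7% bounds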;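 further: scored against the spread of the other compound wells on the same plate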
* hit, by the source's call; . = not tested or not shown. Unless noted, no stated cut-off is given here; in the data, active means inhibition above about 30%; inactive means the rest.

1: CCOC(=O)C1=C(NC(=O)c2ccc(Br)o2)Nc2ccccc2N=C1
2: CSc1nnc(-c2sc3cc(C(F)(F)F)cnc3c2-c2ccccc2)n1C
3: C/C(Nc1ccccc1)=C(/C#N)C(N)=O
4: O=[N+]([O-])c1ccc(/C=N/N/C(=N/c2ccccn2)c2ccccn2)cc1
5: O=C(Nc1ccc(Cl)c(C(F)(F)F)c1)C1CCCN(S(=O)(=O)c2cnc[nH]2)C1 (centres undefined)
6: Cn1c(C(=O)NC2CCCC2)cc2c(=O)n(C)c3ccccc3c21
entry no.,1,2,3,4,5,6
PostGolgi ctrl,18,6,0,3,3,2
Ecoli WT expand,-7,10,6,-9,16,-6
CYP2C9 inhib,60*,71*,-17,-9,94*,5
PTPN22 inh 2,2,-4,-3,-5,-6,-6
PostGolgi yeast,5,-5,-3,-13,5,-6
CYP2C9 act,0.4,0.3,1.2,1.1,0.1,1
PTPN22 act,-4,5,4,2,5,3
Pyk2 oligo antag,-0.34,-3.1*,-0.48,0.4,0.04,.
hDAT+cocaine,1.1,-0.15,-0.79,0.41,2.4,-0.58

7: Cc1ccc(NC(=O)COn2nnc3ccc(S(=O)(=O)N(C)C)cc32)cc1F
8: CCN(CCCNC(=O)C1CCCN(S(=O)(=O)c2cnc[nH]2)C1)c1ccccc1 (centres undefined)
9: O=C(NCCO)C1(c2ccc(Cl)cc2)CCCC1
10: Cn1c(C(=O)Nc2ccc3c(c2)OCCO3)cc2c(=O)n(C)c3ccccc3c21
11: COCCn1nnnc1C(c1ccc2ncccc2c1)N1CCc2ccccc21 (centres undefined)
12: CSc1ccccc1NC(=O)c1cnccn1
entry no.,7,8,9,10,11,12
PostGolgi ctrl,8,0,5,17,4,12
Ecoli WT expand,-3,3,-4,0,6,-1
CYP2C9 inhib,98*,52*,18,7,80*,-16
PTPN22 inh 2,4,-1,-4,-11,5,-2
PostGolgi yeast,0,5,-8,8,-7,1
CYP2C9 act,0,0.5,0.8,0.9,0.2,1.2
PTPN22 act,-7,0,2,8,-7,6
Pyk2 oligo antag,-0.78,.,-0.01,.,-1.1,-0.43
hDAT+cocaine,-0.64,0.34,-1.5,-0.25,0.008,-0.85

13: CC(C)n1nnnc1SCC(=O)NCc1ccc2c(c1)OCO2
14: c1ccc(-c2cn3nc4c(nc3n2)CCCC4)cc1
15: O=S(=O)(Nc1ccc2c(c1)CCC2)c1cccs1
16: N#Cc1c(NC(=O)CSc2nc3ccccc3c(=O)n2Cc2ccco2)sc2c1CCCC2
17: COc1ccc(OC)c(S(=O)(=O)N2CCC(C(=O)Nc3ccc(C)c(C)c3)CC2)c1
18: CCn1c(COc2cccc(C)c2C)nnc1SCC(=O)N1CCN(c2ccc(OC)cc2)CC1
entry no.,13,14,15,16,17,18
PostGolgi ctrl,10,20,15,.,0,15
Ecoli WT expand,-1,2,-1,.,-11,-22
CYP2C9 inhib,40,29,83*,4,-145,-4
PTPN22 inh 2,-11,0,4,.,-1,4
PostGolgi yeast,3,15,-11,.,3,3
CYP2C9 act,0.6,0.7,0.2,1,2.5*,1
PTPN22 act,13,2,-7,.,0,-3
Pyk2 oligo antag,1.6,-0.1,-0.66,0.49,-2.5,0.19
hDAT+cocaine,-0.17,0.9,0.3,1.8,0.48,0.56

Three of the compounds above, with two lines to a compound:
Values in the order: PostGolgi ctrl, Ecoli WT expand, CYP2C9 inhib, PTPN22 inh 2, PostGolgi yeast, CYP2C9 act, PTPN22 act, Pyk2 oligo antag, hDAT+cocaine
2) CSc1nnc(-c2sc3cc(C(F)(F)F)cnc3c2-c2ccccc2)n1C
    6, 10, 71*, -4, -5, 0.3, 5, -3.1*, -0.15
3) C/C(Nc1ccccc1)=C(/C#N)C(N)=O
    0, 6, -17, -3, -3, 1.2, 4, -0.48, -0.79
4) O=[N+]([O-])c1ccc(/C=N/N/C(=N/c2ccccn2)c2ccccn2)cc1
    3, -9, -9, -5, -13, 1.1, 2, 0.4, 0.41

Additional results:
19: CCOC(=O)C1CCN(C(=O)C2CCN(S(=O)(=O)c3cc(Cl)ccc3Cl)CC2)CC1
20: CC(=O)n1nc2nc(C)cc(C)c2c1N
21: O=C(CNC(=O)C1CCCCC1)Nc1cc(Cl)cc(Cl)c1
22: C=C(C)CSc1nnc(-c2ccccc2)n1N
23: O=C1c2ccccc2C(O)N1Cc1ccc2c(c1)OCO2 (centres undefined)
24: C=CCSc1nnc(-c2c[nH]c3ccccc23)n1CC
entry no.,19,20,21,22,23,24
PostGolgi ctrl,-9,13,13,-1,3,1
Ecoli WT expand,6,1,-7,4,10,0
CYP2C9 inhib,-135,5,25,-5,3,-10
PTPN22 inh 2,-4,0,3,-8,0,.
PostGolgi yeast,2,-2,-6,18,-1,-1
CYP2C9 act,2.4*,1,0.8,1,1,1.1
PTPN22 act,7,-3,1,2,-3,.
Pyk2 oligo antag,0.63,2.1,0.45,.,.,.
hDAT+cocaine,-0.28,-0.17,0.6,.,-0.49,-0.0093

25: O=C1NCC(c2ccccc2)C1C(=O)N/N=C\c1ccc(-c2ccc(Cl)c(Cl)c2)o1 (centres undefined)
26: O=C(O)C1CC=CCC1C(=O)NC12CC3CC(CC(C3)C1)C2 (centres undefined)
27: CC(C)(/C=N/O)/[N+]([O-])=C/c1ccccc1C(F)(F)F
28: O=C(CSc1ccc(-c2ccccc2)nn1)N1CCOCC1
29: COc1ccc(CNC(=O)c2ccc(-c3ccccc3)cc2)cc1
30: CCOC(=O)C1CCN(Cc2cnc(Oc3ccc(N)cc3)s2)CC1
entry no.,25,26,27,28,29,30
PostGolgi ctrl,4,3,-1,-8,-5,5
Ecoli WT expand,6,2,1,4,-3,11
CYP2C9 inhib,67*,-3,-8,-3,12,62*
PTPN22 inh 2,1,2,3,-11,-2,-5
PostGolgi yeast,3,-5,1,0,1,8
CYP2C9 act,0.3,1,1.1,1,0.9,0.4
PTPN22 act,-1,-7,-3,7,7,9
Pyk2 oligo antag,1.6,0.4,-0.46,-0.9,-0.6,-0.02
hDAT+cocaine,0.81,0.47,.,0.4,-0.21,-0.087

4 entries drawn at random from the list so far:
26: O=C(O)C1CC=CCC1C(=O)NC12CC3CC(CC(C3)C1)C2 (centres undefined)
29: COc1ccc(CNC(=O)c2ccc(-c3ccccc3)cc2)cc1
28: O=C(CSc1ccc(-c2ccccc2)nn1)N1CCOCC1
25: O=C1NCC(c2ccccc2)C1C(=O)N/N=C\c1ccc(-c2ccc(Cl)c(Cl)c2)o1 (centres undefined)
entry no.,26,29,28,25
PostGolgi ctrl,3,-5,-8,4
Ecoli WT expand,2,-3,4,6
CYP2C9 inhib,-3,12,-3,67*
PTPN22 inh 2,2,-2,-11,1
PostGolgi yeast,-5,1,0,3
CYP2C9 act,1,0.9,1,0.3
PTPN22 act,-7,7,7,-1
Pyk2 oligo antag,0.4,-0.6,-0.9,1.6
hDAT+cocaine,0.47,-0.21,0.4,0.81

(list continues)
31: O=C(COC(=O)c1cncc(Br)c1)NCCC1=CCCCC1
32: CCOc1nc(-c2ccncc2)nc2ccccc12
33: COC(=O)c1ccc(NC(=O)CSc2nnc(Cc3cccn3C)n2-c2ccc(F)cc2)cc1
34: Cc1nc(/N=C(\N)Nc2ccccc2)nc2ccccc12
35: Cc1cc2nnc(SC3CCCCN(C(=O)c4ccc(F)cc4)C3=O)n2c2ccccc12 (centres undefined)
36: O=C(c1ccccc1F)N1CCN(Cc2cccc(Cl)c2)CC1
entry no.,31,32,33,34,35,36
PostGolgi ctrl,4,35*,-1,8,23,8
Ecoli WT expand,8,-11,-3,-5,-12,0
CYP2C9 inhib,72*,.,19,-39,29,.
PTPN22 inh 2,-2,2,.,1,9,-1
PostGolgi yeast,5,5,-2,-16,2,-1
CYP2C9 act,0.3,.,0.8,1.4,0.7,.
PTPN22 act,-2,-1,.,-2,-10,-2
Pyk2 oligo antag,0.9,0.45,.,.,0.04,-0.75
hDAT+cocaine,-0.037,0.19,0.91,2.5,.,0.65

37: CC(O)(C#CCN1CCCC1)c1ccccc1 (centres undefined)
38: O=C(CCN1C(=O)c2ccccc2C1=O)Nc1ccc(-c2nc3ccccc3o2)cc1
39: O=C(COc1ccccc1)NCCc1nc2ccccc2[nH]1
40: Cn1c(=O)oc2cc(S(=O)(=O)N3CCCC3)ccc21
41: COC(=O)C(O)(CC(=O)Nc1ccc(Cl)cc1Cl)C(F)(F)F (centres undefined)
42: Cc1ccc(S(=O)(=O)C(C#N)c2nc3ccccc3nc2OC(C)C)cc1 (centres undefined)
entry no.,37,38,39,40,41,42
PostGolgi ctrl,6,16,9,0,.,7
Ecoli WT expand,-7,-6,18,3,.,-9
CYP2C9 inhib,-8,15,29,-31,.,27
PTPN22 inh 2,-2,3,.,0,-11,8
PostGolgi yeast,1,-2,-2,0,.,26
CYP2C9 act,1.1,0.9,0.7,1.3,.,0.7
PTPN22 act,0,-1,.,-3,5,-5
Pyk2 oligo antag,0.71,-0.11,0,.,0.98,-0.01
hDAT+cocaine,1.1,.,-0.22,-0.14,-0.78,-1.4

43: COC(=O)Cc1cc(=O)[nH]c(/N=C(\N)Nc2ccc(C)cc2)n1
44: CCCCOC(=O)CCc1c(C)[nH]c(=O)c(C#N)c1C
45: Cc1ccc(C)c(S(=O)(=O)NCc2ccc(C(=O)N3CCCCC3C)cc2)c1 (centres undefined)
46: CCc1nc2ccccc2c(=O)n1NC(=O)c1c(O)c2ccccc2[nH]c1=O
47: Cc1cc(C(F)(F)F)c(C#N)c(SCC(=O)NC2CC2)n1
48: CC(C)(C)OC(=O)N1CC=C2C(C#N)=C(N)C(C#N)(C#N)C(c3cccs3)C2C1 (centres undefined)
entry no.,43,44,45,46,47,48
PostGolgi ctrl,-3,7,8,-4,-4,5
Ecoli WT expand,-9,5,5,-8,2,6
CYP2C9 inhib,9,14,-53,-9,17,60*
PTPN22 inh 2,-1,-28,5,.,-5,.
PostGolgi yeast,0,22,-10,-5,-2,1
CYP2C9 act,0.9,0.9,1.5,1.1,0.8,0.4
PTPN22 act,3,24,-6,.,2,.
Pyk2 oligo antag,0.39,1.6,-0.49,-0.64,0.4,-0.98
hDAT+cocaine,-0.11,0.0094,2.3,0.89,0.36,0.95

49: CC(C)Cc1nc2n[nH]c(N)c2c2c1CCC2
50: O=C(CN(Cc1cccs1)C(=O)CNS(=O)(=O)c1ccc(F)cc1)NCc1ccco1
51: O=C(COC(=O)C1=COCCO1)Nc1ccc(Oc2ccccc2)cc1
52: O=C(CCc1nc(-c2ccccc2F)no1)NCc1ccco1
53: Cc1ccc(S(=O)(=O)N(C)CC(=O)O/N=C(\N)c2cccc([N+](=O)[O-])c2)cc1
54: COc1cccc(NC(=O)CC2C(=O)NC3CCCCC3N2C(=O)c2ccc(F)cc2)c1 (centres undefined)
55: C=CCNC(=S)N1CCN(CCN=CC2=C(O)CC(c3ccco3)CC2=O)CC1 (centres undefined)
56: CCOC(=O)c1cnn(CCOC(=O)Cc2cccs2)c1NC(=O)Cc1cccs1
57: C=CCN1C(=Nc2ccccc2)SC/C1=C\C(=O)OC
entry no.,49,50,51,52,53,54,55,56,57
PostGolgi ctrl,17,6,1,12,7,7,2,3,-3
Ecoli WT expand,0,5,6,9,4,-4,-3,2,5
CYP2C9 inhib,-14,22,90*,-14,-2,50,16,89*,-4
PTPN22 inh 2,-7,-17,-8,6,-2,7,6,1,7
PostGolgi yeast,2,-6,3,-4,-1,-7,-3,7,-6
CYP2C9 act,1.1,0.8,0.1,1.1,1,0.5,0.8,0.1,1
PTPN22 act,4,14,9,-3,5,-4,-5,-1,-10
Pyk2 oligo antag,0.43,1.1,1.1,1.5,0.83,0.01,-0.5,0.2,-0.01
hDAT+cocaine,-0.2,0.32,1.1,-0.0024,-0.32,0.18,-0.57,0.96,-0.13

Compounds were not picked by outcome; overall some 24% were active at least once.
